Screening results as filed in PubChem.
CHRM4 agonist – CHRM4 agonism in calcium assay | P08173 | CHO-K1 hM4/Gqi5, Fluo-8 calcium fluorescence; vehicle 0%, full acetylcholine response 100% | activation, % at 3 µM | 360,000 tested, 0.14% active | AID 624127;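 active means activation above the run mean over all test wells plus 3 SD, cut at about 32% in these data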;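 further: peak over basal fluorescence ratio per well then scaled between controls; 0% = DMSO wells and 100% = acetylcholine at EC100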
TAAR1 agonist – agonists of human TAAR1. Q96RJ0. CHO RD-HGA16 TAAR1, Fluo-8 calcium fluorescence; vehicle wells 0%, saturating PEA agonist 100%. activation, % at 3 µM. 360,000 tested, 0.99% active;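 active means activation above the mean activation of all test compounds in the run plus 3 SD, cut at about 38% in these data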
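System: CHO-derived RD-HGA16 cells with stable Gα16 and human TAAR1 / Times: 17-24 h plating, Fluo-8 75 min 37 °C, 30 min RT / Technique: calcium-sensitive Fluo-8 signal, excitation 470-495, emission 515-575 nm / Measure: % activation relative to PEA EC100 response / Benchmarks: DMSO and PEA EC100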
CHRM1 antagonist – antagonists of human M1 muscarinic receptor | CHO-K1 hM1, Fluo-8 calcium fluorescence, ACh EC80 antagonist | inhibition, % at 3 µM | 360,000 tested, 1.3% active;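 active means percent inhibition above its own plate's cutoff, namely the mean of that plate's compound wells plus 3 SD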;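 further: peak over basal fluorescence ratio during 140 s after agonist addition; 0% = ACh EC80 plus DMSO and 100% = DMSO alone without agonist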
Target sequence (P11229 whole entry, looked up): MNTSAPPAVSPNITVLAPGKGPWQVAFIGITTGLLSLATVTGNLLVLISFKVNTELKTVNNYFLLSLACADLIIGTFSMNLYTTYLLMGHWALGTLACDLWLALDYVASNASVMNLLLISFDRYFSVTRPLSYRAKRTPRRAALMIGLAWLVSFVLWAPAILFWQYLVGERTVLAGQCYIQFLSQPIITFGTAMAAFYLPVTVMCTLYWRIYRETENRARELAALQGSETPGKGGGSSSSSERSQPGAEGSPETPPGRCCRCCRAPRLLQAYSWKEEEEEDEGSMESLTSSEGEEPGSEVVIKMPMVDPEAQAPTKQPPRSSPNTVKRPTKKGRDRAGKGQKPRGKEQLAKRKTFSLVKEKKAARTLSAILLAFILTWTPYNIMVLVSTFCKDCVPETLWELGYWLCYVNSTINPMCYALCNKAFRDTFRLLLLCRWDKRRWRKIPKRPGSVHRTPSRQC
CHRM1 agonist – agonists of human M1 muscarinic receptor; P11229; CHO-K1 hM1, Fluo-8 calcium fluorescence, agonist mode; 0% DMSO, 100% acetylcholine EC100; activation, % at 3 µM; 360,000 tested, 0.33% active;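 active means activation above the run's mean compound activation plus 3 SD, cut at about 16% in these data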;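 further: peak over basal fluorescence ratio within a 140 s kinetic read after compound addition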
M5 PAM – CHRM5 positive allosteric modulation | activation, % at 3 µM | 360,000 tested, 0.3% active | CHO-K1 hM5, Fluo-8 calcium, ACh EC20 PAM; 0% = ACh EC20, 100% = ACh EC100;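 active means activation above the run cutoff, the mean activation of all test compounds plus 3 SD, cut at about 18% in these data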
Target sequence (P08912 whole entry, looked up): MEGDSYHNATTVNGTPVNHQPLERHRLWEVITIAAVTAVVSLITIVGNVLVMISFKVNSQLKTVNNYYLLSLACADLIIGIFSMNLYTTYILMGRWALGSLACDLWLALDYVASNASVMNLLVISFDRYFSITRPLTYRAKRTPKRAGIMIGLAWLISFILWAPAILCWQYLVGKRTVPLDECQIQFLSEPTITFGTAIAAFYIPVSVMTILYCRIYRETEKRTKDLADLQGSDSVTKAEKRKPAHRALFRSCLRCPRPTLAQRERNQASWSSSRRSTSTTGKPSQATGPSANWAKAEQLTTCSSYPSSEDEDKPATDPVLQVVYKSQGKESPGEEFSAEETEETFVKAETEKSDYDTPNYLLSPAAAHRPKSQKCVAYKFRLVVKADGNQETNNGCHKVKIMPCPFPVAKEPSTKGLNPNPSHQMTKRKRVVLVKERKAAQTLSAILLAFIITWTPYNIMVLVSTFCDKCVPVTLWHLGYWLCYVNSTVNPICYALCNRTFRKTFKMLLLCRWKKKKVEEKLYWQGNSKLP
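Measured by: Fluo-8 calcium fluorescence; material: human M5 receptor in CHO-K1 cells; schedule: Post-acetylcholine fluorescence recording 140 s; benchmarks: low control EC20 acetylcholine (0%), high control EC100 acetylcholine (100%); read-out: Max/basal fluorescence ratio as % of EC20–EC100 ACh window; compound: single dose, 3 µM nominal final test concentration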
M5 antag – blocks acetylcholine activation of human M5 receptor; inhibition, % at 3 µM; 360,000 tested, 0.59% active; AID 624040; P08912; CHO-hM5 cells, Fluo-8 calcium fluorescence, ACh EC80;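 active means inhibition above a per-plate cutoff, the mean of that plate's test compounds plus 3 SD, cut at about 27% in these data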;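 further: 0% = acetylcholine EC80 with DMSO and 100% = DMSO without agonist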
CHRM5 agonist – CHRM5 agonism in calcium assay; P08912; CHO-K1 hM5 cells, Fluo-8 calcium fluorescence; 0% DMSO wells, 100% maximal acetylcholine response; activation, % at 3 µM; 360,000 tested, 0.19% active; AID 624037;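 active means activation above the run's mean over test compounds plus 3 SD, cut at about 23% in these data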;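 further: signal is peak over basal fluorescence ratio across the kinetic read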
M4 antag – blocks acetylcholine activation of human M4 receptor. P08173. CHO-hM4 cells, ACh EC80, Fluo-8 calcium fluorescence. inhibition, % at 3 µM. 360,000 tested, 0.73% active;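 active means inhibition above its plate's cutoff, the mean inhibition of sample wells plus 3 SD, cut at about 27% in these data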;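 further: 0% = acetylcholine EC80 with DMSO and 100% = DMSO without agonist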
CHRM1 PAM – positive allosteric modulators of human M1 muscarinic receptor. CHO-K1 hM1, Fluo-8 calcium fluorescence, ACh EC20; 0% = ACh EC20, 100% = maximal ACh. activation, % at 3 µM. 360,000 tested, 0.088% active; in the data active means activation above about 19%, passing the limit was not always enough
* marks the source's active call; other numbers are inactive results; nt = not tested or not shown. A portion of the library (hit frequency here may not be typical).

molecule,CHRM4 agonist,TAAR1 agonist,CHRM1 antagonist,CHRM1 agonist,M5 PAM,M5 antag,CHRM5 agonist,M4 antag,CHRM1 PAM
CCC1(c2ccccc2)C(=O)N=C(N)N(C#N)C1=O (stereo unspecified),0,0,-1,-3,-4,6,2,5,-1
CCOC(=O)c1ccc(S(=O)(=O)N2CCN(C(=O)CSc3nc4ccccc4o3)CC2)cc1,5,5,8,-11,-6,-5,-3,7,-15
CC(=O)N1N=C(c2ccccc2)CC1c1cn(C)c2ccccc12 (stereo unspecified),-1,12,3,-8,0,1,-5,5,4
CSc1cccc(NC(=O)CN(c2ccc(C)cc2C)S(C)(=O)=O)c1,6,10,-7,-3,-3,-3,-2,-7,4
CS(=O)(=O)N1CCN(c2ccc(NC(=O)COc3ccccc3[N+](=O)[O-])cc2)CC1,9,20,-15,0,-4,15,3,0,10
Cc1ccccc1OCC1Cn2c(nc3c2c(=O)[nH]c(=O)n3C)O1 (stereo unspecified),0,8,3,-4,2,-3,1,-6,2
CCOC(=O)c1c(C)n(-c2ccccc2)c2ccc(O)cc12,-2,1,-10,-4,-8,7,-1,7,8
Cc1ccc(N(C(=O)Cn2nnc(-c3ccc(F)cc3)n2)C(CC(C)C)C(=O)NCC2CCCO2)cc1 (stereo unspecified),-2,-1,-12,-7,2,4,-3,-4,14
CCCNC(=O)C1(C)CCCN(Cc2ccc(C)cc2)C1 (stereo unspecified),1,-1,-8,-8,5,-8,-2,-1,1
COc1ccc(OCC(=O)NNC(=S)NC(=O)C2CCCCC2)cc1,1,65*,-10,11,7,-4,-2,-6,5
CCOc1ccc(N(C(=O)c2cnsn2)C(C(=O)NC2CCCCC2)c2ccncc2)cc1 (stereo unspecified),0,8,-2,-7,5,2,-3,13,14
CC(=O)Nc1cc(S(=O)(=O)Nc2ccccc2)c(C)cc1C,4,8,-17,-3,12,-11,-1,-11,4
Cc1ccc(/C=C/C(=O)Nc2sc(C)c(C)c2C(=O)OC(C)C)o1,1,-1,0,-4,0,-8,3,-14,4
CNC[C@@H](Cc1ccccc1)NC[C@@H](CC1CCCCC1)NCCCc1ccccc1,5,35,12,-13,-6,13,-7,22,-9
CC(=O)Nc1cccc(Oc2nc(C(F)(F)F)nc3ccccc23)c1,3,3,-12,-4,-2,3,-2,-12,11
Cc1ccc(NC(=O)c2nc3nccc(C)n3n2)c(C)c1,5,0,4,-5,0,8,3,-1,2
CCCc1cc(=O)[nH]c(SCC(=O)NC2CCCCCCC2)n1,1,1,-8,-7,-3,2,-3,-11,9
Cc1ccccc1CNC(=O)c1csc([C@H]2C[C@H](O)[C@@H](CO)O2)n1,0,1,-11,0,-2,9,1,-6,5
O=C(N/N=C1\CCCCc2ccccc21)c1ccccn1,2,-2,-4,-13,-3,4,-4,-7,8
Cc1cc(C(=O)NNC(=S)NCC2CCCO2)cs1 (stereo unspecified),2,12,1,-5,0,0,-2,4,-1
O=C(N/N=C/c1ccc(F)cc1)c1cccc(NC(=O)c2ccccc2Cl)c1,9,22,8,-2,-6,4,2,19,-8
CCOCCCNC(=O)c1cc2c(=O)n3cccc(C)c3nc2n1C,1,3,-12,3,-5,1,2,-10,13
COc1cccc2c(=O)n(CC(=O)N3CCc4ccccc43)ccc12,1,0,8,-5,2,4,1,4,-5
CC1CCCC(C)N1C(=O)CSc1nc2ccccc2c(=O)[nH]1 (stereo unspecified),5,4,0,-3,2,12,5,-5,5
CC(C)NC(=O)C1(C)CSCC(=O)N1Cc1cccc(C(F)(F)F)c1 (stereo unspecified),2,6,nt,nt,-6,7,2,-6,nt
O=C(c1cccc(Cl)c1)N1CCCc2ccccc21,-1,2,-1,-6,8,-3,2,3,5
O=C(CSc1nc2ccccc2o1)N1c2ccccc2Sc2ccc(C(F)(F)F)cc21,0,5,-10,-7,-1,-6,-1,4,-1
COc1ccccc1-c1c(C)oc2c(CN3CCN(CCO)CC3)c(O)ccc2c1=O,2,16,-10,-4,-8,-2,-1,-12,7
N#Cc1cccc(NS(=O)(=O)c2ccc(S(=O)(=O)N3CCOCC3)cc2)c1,1,2,-11,-1,2,5,-2,10,10
O=C(NCc1ccco1)C(c1ccc(F)cc1)N(C(=O)Cc1cccs1)c1cccnc1 (stereo unspecified),1,16,4,-4,-9,3,-1,1,-6
Cc1ccc(CNC(=O)C2CCC(CNc3c(N4CCC(C)CC4)c(=O)c3=O)CC2)cc1 (stereo unspecified),-1,0,-16,-2,0,11,-3,4,15
O=C(c1cc2c(=O)n3ccccc3nc2s1)N1CCN(Cc2ccc3c(c2)OCO3)CC1,19,4,21,-4,-5,8,-5,-7,-6
Cc1c[nH]c(=O)c([N+](=O)[O-])c1,1,-1,-9,4,-7,14,4,-12,19
O=C(Nc1ccccc1)C1CCN(C(=O)c2ccc(Br)cc2)CC1,3,0,-11,-3,5,-9,-2,-3,5
O=C(Cc1cccs1)Nc1nc2c(ccc3ccccc32)s1,0,2,0,-4,-7,-3,-4,-1,-2
Cc1ccc(CCNC(=O)CNC(=S)N(Cc2ccccc2)Cc2cccnc2)cc1,6,4,-1,-3,-5,21,-2,-4,6
CCn1c(SCC(=O)N/N=C/c2ccc(C)o2)nnc1-c1ccccc1,-1,3,8,-5,-8,-8,-3,-9,-6
CC1CCCCN1C(=O)COC(=O)C1CCN(S(=O)(=O)c2c(Cl)cccc2Cl)CC1 (stereo unspecified),7,2,-16,-2,-4,8,1,-4,3
COc1ccc(CN(CC(=O)NCc2ccco2)C(=O)CCC(=O)Nc2nccs2)cc1,2,20,-6,1,-3,-8,-2,2,9
Cc1ccc([N+](=O)[O-])cc1NC(=O)c1cccnc1,1,3,-19,-1,-2,-3,-2,-16,14
O=C(C1CCC(=O)N(C2CCCC2)C1)N1CCC(Oc2cccc(F)c2)CC1 (stereo unspecified),1,-1,-1,0,-3,1,-1,-5,1
COc1ccccc1C(CNC(=O)c1ccc(NS(=O)(=O)c2ccc3c(c2)OCCO3)cc1)N(C)C (stereo unspecified),1,0,40*,8,-20,7,-8,0,-15
C=CCNC(=O)CC(=O)N/N=C/c1ccccc1F,1,11,-20,-1,-7,0,0,1,-6
Cc1ccccc1OC(C)C(=O)NCc1cccnc1 (stereo unspecified),5,0,8,-3,-7,14,1,2,-3
O=C(NCc1ccccc1)C1(c2ccccc2)CCN(S(=O)(=O)c2ccccc2)CC1,2,5,2,-7,-8,-2,-6,5,-3
COc1ccc(OCC(O)CNC(=O)Nc2ccc(F)cc2)cc1 (stereo unspecified),1,0,-16,-1,-4,12,1,3,14
CCc1nnc(NS(=O)(=O)c2ccc(NC(=O)c3ccc(S(=O)(=O)N(CC)CC)cc3)cc2)s1,0,-2,-9,-2,-11,12,-2,2,6
CC(C(=O)OCC(=O)c1ccc(Br)cc1)N1C(=O)C2C3C=CC(C3)C2C1=O (stereo unspecified),2,3,-2,-3,5,-2,2,6,3
O=S1(=O)CCOC[C@H](Cc2ccccc2)N1Cc1ccc(Cl)cc1,7,9,21,-5,-8,14,0,6,-13
COc1ccc(NC(=O)CN(C)C(=O)c2ccc(N3CCOCC3)c([N+](=O)[O-])c2)cc1,1,2,0,-4,-2,-1,2,-9,6
CCN(CC)S(=O)(=O)c1cccc(NC(=O)Nc2cccc(C(F)(F)F)c2)c1,15,15,21,2,-16,34*,9,11,-14
CC(C)N(Cc1ccccc1)C(=S)NCc1ccccc1,-2,7,-2,-6,5,1,-16,4,0
NC(=O)CC(NC(=O)c1ccccc1)c1ccc(N2CCC(Cc3ccccc3)CC2)c([N+](=O)[O-])c1 (stereo unspecified),0,9,6,-8,-7,9,0,10,-3
C=CCNC(=O)C1CC(=O)N(c2ccc(OCC(=O)Nc3c(C)cccc3C)cc2)C1 (stereo unspecified),2,1,-6,-2,0,-3,-2,-6,3
Cc1cccc(NC(=O)CSc2nnc(CCCCCNC(=O)OC(C)(C)C)o2)c1C,7,12,-7,-3,-8,6,-1,-3,3
O=C(N/C(=C\c1ccc(Br)cc1)C(=O)N1CCOCC1)c1ccccc1Cl,2,1,-10,-2,-4,10,-2,4,11
Cc1ccccc1C(=O)OC(C)C(=O)NCc1ccc2c(c1)OCO2 (stereo unspecified),1,5,-7,-2,-4,5,0,14,6
CCOC(=O)CCc1c(C)c2ccc3c(c2oc1=O)CN(CCCO)CO3,0,-1,-4,-7,0,4,-3,9,1
O=C(Nc1ccnn1C1CCN(C2CCCC2)CC1)c1ccccc1Cl,2,-1,3,5,-5,2,-5,-4,-2
CC(=NNC(N)=O)C1=C(O)C(C(C)C)NC1=O (stereo unspecified),1,1,-13,-1,8,0,1,-3,5

Exported with two lines to a compound: two of the compounds above.
Results follow in this order: CHRM4 agonist, TAAR1 agonist, CHRM1 antagonist, CHRM1 agonist, M5 PAM, M5 antag, CHRM5 agonist, M4 antag, CHRM1 PAM
> Cc1ccccc1OC(C)C(=O)NCc1cccnc1 (stereo unspecified)
    5, 0, 8, -3, -7, 14, 1, 2, -3
> O=C(N/C(=C\c1ccc(Br)cc1)C(=O)N1CCOCC1)c1ccccc1Cl
    2, 1, -10, -2, -4, 10, -2, 4, 11

The listing continues.
molecule,CHRM4 agonist,TAAR1 agonist,CHRM1 antagonist,CHRM1 agonist,M5 PAM,M5 antag,CHRM5 agonist,M4 antag,CHRM1 PAM
CC(OC(=O)CCN1C(=O)C2CC=CCC2C1=O)C(=O)Nc1cccc(C#N)c1 (stereo unspecified),7,2,-9,4,-9,4,4,-15,5
CCc1cc(-c2nnn(-c3cc(C(C)C)ccc3C)c2CC)ccc1-c1cn(CCc2c[nH]c3ccccc23)nn1,0,4,-15,-2,1,-1,1,-1,8
CCC(C)c1ccc(N(C(=O)c2ccco2)C(C(=O)NC2CCCC2)c2cccnc2)cc1 (stereo unspecified),-1,10,5,-3,1,4,0,3,-1
O=C(/C=C/c1ccccc1)N1CCN(S(=O)(=O)c2ccc(F)cc2)CC1,3,1,-2,-7,7,-3,1,7,7
O=c1cc2c(nn1Cc1ccc(Cl)cc1)-c1ccccc1CC2,-1,9,2,-2,30*,0,-5,7,3
O=C(O)COc1ccc(NC(=O)c2ccc3c(c2)C(=O)N(CC2CCCO2)C3=O)cc1 (stereo unspecified),0,1,-12,-2,-1,-2,0,-3,4
CC(C)(CO)CNC(=O)CCc1nnc(Cc2ccc(-c3ccccc3)cc2)o1,5,1,6,-1,1,-2,4,-4,3
C=CCSc1nnc(-c2ccc([N+](=O)[O-])cc2)o1,0,6,1,-7,1,6,-6,-3,2
CCn1c(SCC(=O)N2CCCC(C)C2)nnc1-c1ccc(S(=O)(=O)N2CCN(C)CC2)cc1 (stereo unspecified),1,1,-6,-6,-6,21,-3,-1,13
COc1cccc2c1OC1(C)CC2NC(=O)N1 (stereo unspecified),1,16,5,0,9,-11,4,-6,2
CC(C)(C)NC(=O)C(c1ccncc1)N(C(=O)c1csnn1)C1CC1 (stereo unspecified),1,1,1,-1,-4,2,-1,-9,2
